# SKN-1 block: blocks SKN-1 activity in C. elegans; actives 0.49% (n = 360,000); inhibition, % at 21.8 µM; C. elegans VP596 Pgst-4::GFP/RFP ratio, acrylamide-induced, 24 h;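 active means interference check ratio from 0.5 to 1.5 plus GFP to RFP signal ratio inhibition reaching or exceeding a fixed threshold, cut at about 30% in these data, passing the limit was not always enough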; further: some compounds called inactive have numbers as strong as hits
# MLLE-PAM2 inh: inhibitors of microRNA-mediated deadenylation, human PABP1 MLLE binding; P11940; GST-MLLE / FITC-PAM2 fluorescence polarization; inhibition, % at 20 µM; actives 0.36% (n = 360,000); AID 588489; in the data active means inhibition above about 35%, passing the limit was not always enough;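 further: plate controls were DMSO wells with GST-MLLE for no effect and wells lacking GST-MLLE protein for full effect; some results filed as inactive read as strong as hits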
# MT1-MMP act inh: inhibitors of human MT1-MMP activation; P50281; HT1080 RFP-PRO-GFP cells, GFP/RFP ratio fluorescence, overnight; percent of plate control window, DMSO zero; GFP/RFP ratio change, % at 20 µM; actives 0.061% (n = 360,000);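 active means GFP/RFP ratio change of at least 30% with cell ATP level not reduced by more than half and red fluorescence within 50% of control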; further: strong numbers were not always called active
#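 Assay system: HT1080 RFP-PRO-GFP cells | Dosing: 20 µM single dose, 1% DMSO | Incubation: Cells overnight before dosing, compound overnight, 37 °C, 5% CO2 | Evaluation: GFP/RFP fluorescence ratio | Control set: DMSO-only wells and HT1080 RFP-L50D-GFP cell wells as references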
# E coli Lon inh: inhibitors of E. coli Lon protease; purified E. coli Lon protease, fluorescence polarization; inhibition, % at 7.94 µM; actives 0.42% (n = 360,000); in the data active means inhibition above about 13%, passing the limit was not always enough;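 further: 0% = enzyme with probe and DMSO and 100% = no enzyme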
# FAS TE block: FAS thioesterase (human) inhibition; inhibition, % at 15 µM; recombinant FAS-TE, OMFH fluorogenic substrate, fluorescence endpoint; actives 0.67% (n = 360,000); P49327; AID 602261;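 active means compounds whose normalised, plate-corrected inhibition of enzyme fluorescence in the single-dose primary screen is 50% or more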;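 further: 0% = DMSO with enzyme and 100% = substrate without enzyme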
# MsrA inh: inhibits bovine methionine sulfoxide reductase A; actives 0.75% (n = 360,000); AID 651718; purified bovine MsrA, absorbance read-out; inhibition, % at 15.5 µM; in the data active means inhibition above about 4.5%;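 further: 0% = vehicle wells with enzyme and 100% = reference inhibitor wells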
# MsrA act: activators of bovine methionine sulfoxide reductase A; purified bovine MsrA, absorbance read-out; activation, % at 10.6 µM; actives 0.3% (n = 360,000); AID 602163; in the data active means activation above about 7.5%;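 further: 0% = vehicle and 100% = reference activator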
# NRP1-CendR mod: modulators of CendR peptide binding to human neuropilin-1; FAM-RPARPAR peptide binding to NRP-1, fluorescence polarization; inhibition, % at 25 µM; actives 0.85% (n = 360,000); AID 602438;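 active means inhibition or corrected inhibition above about 18%, plus a signal ratio from 0.5 to 1.5, limit read from the data, passing the limit was not always enough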; further: strong numbers were not always called active
# TbMetRS inhib: Trypanosoma brucei MetRS inhibition | purified T. brucei MetRS, ATP depletion, Kinase-Glo luminescence | inhibition, % at 11.9 µM | actives 0.4% (n = 360,000) | AID 624268;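 active means inhibition above a per-plate cutoff of the control wells' mean inhibition plus 3 SD, cut at about 5.5% in these data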;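 further: 0% = DMSO wells median and 100% = median of wells with control inhibitor compound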
#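 Material: T. brucei methionyl-tRNA synthetase, purified; reagent: substrates ATP, L-methionine and bulk Escherichia coli tRNA; dosing: 11.9 µM single point; timing: 15 min plus 2 h at 25 °C; detection: luminescence of leftover ATP; evaluation: % inhibition; control set: DMSO-only wells as low control; replicates: singlicate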
# Starred values were filed as active, the others as inactive.
SMILES,SKN-1 block,MLLE-PAM2 inh,MT1-MMP act inh,E coli Lon inh,FAS TE block,MsrA inh,MsrA act,NRP1-CendR mod,TbMetRS inhib
CCOC(=O)N1CCN(S(=O)(=O)c2ccc(Br)s2)CC1,28.2,-1.1,-1.8,-7.9,0.9,1.2,-3.6,-10.8,-1.0
COC(=O)[C@@H](N)Cc1ccc(O)c(O)c1,-6.8,3.4,1.4,-6.3,-0.1,0.5,-10.8,-1.5,-1.8
CC(=O)c1ccc(S(=O)(=O)N(C)CC(=O)NCc2ccco2)cc1,10.5,-16.6,-2.2,-6.7,-4.4,-0.6,-0.8,1.8,0.0
C[C@@H](OC(=O)N(C)Cc1ccccc1)[C@H]1O[C@]2(C)CCCC[C@H]1O2,4.4,-9.2,-4.3,4.6,-1.7,2.1,-3.3,5.1,-0.3
Cc1cccc(/C=C/c2onc(C)c2S(=O)(=O)N2CCC(C(=O)NC(C)C)CC2)c1,-3.7,2.7,-2.7,6.2,5.2,0.7,-4.2,-2.1,-0.2
O=c1c(-c2ccc3c(c2)OCCO3)coc2cc(O)cc(O)c12,1.6,0.1,7.8,-4.7,-0.9,1.8,-0.3,-10.1,0.5
Cc1ccc(C2(c3ccc(C)cc3)NC(=O)N(CC(=O)NCCCN3CCCC3=O)C2=O)cc1,-4.4,8.7,1.7,-13.3,-1.6,-1.8,0.0,10.7,0.1
CCCCNC(=O)c1cn(C)c2ccc(S(=O)(=O)N3CCCC3)cc2c1=O,-10.5,7.0,-2.1,3.5,7.5,-0.9,-1.4,-3.8,1.1
CCCc1cc(=O)[nH]c(SCC(=O)N2CCC(C(=O)OCC)CC2)n1,-11.8,6.7,5.5,5.7,-6.8,-0.1,-2.9,4.5,-0.7
COc1ccc(C(=O)/C=C(\N)C(F)(F)F)c(O)c1,5.0,0.5,3.1,-3.8,2.8,0.2,1.1,-11.6,-0.6
O=C(CCN1C(=O)C2C3C=CC(C3)C2C1=O)Nc1c(F)cccc1F (stereo not drawn),-10.0,-2.2,-3.8,-5.5,-9.0,0.4,-11.2,8.5,-2.0
N#CCCN1CCN(C(=O)c2c(N)no[n+]2[O-])CC1,-1.8,-59.7,-1.6,5.1,-3.3,1.4,-2.5,-2.1,0.5
Cc1ccc(S(=O)(=O)N2CCN(C(=O)COC(=O)/C=C/c3cccc([N+](=O)[O-])c3)CC2)c(C)c1,0.6,-3.2,-4.0,-9.5,17.6,-0.5,-2.1,4.6,-0.3
Cn1/c(=N\NC(=O)C2CCCCC2)sc2ccccc21,1.9,11.1,-0.8,-6.5,-1.6,0.0,-2.8,-9.0,-0.3
O=C(N[C@@H](Cc1ccccc1)C(=O)N1CCC2(CC1)NCCc1[nH]cnc12)c1cccc(Br)c1,-4.7,9.3,-3.4,5.8,-1.7,-0.3,-5.1,0.2,-0.6
CCCCn1c(SCC(=O)N2CCOCC2)nc2c1c(=O)n(C)c(=O)n2C,1.2,3.5,-0.6,-5.9,-4.4,-0.7,-3.1,14.9,-0.4
COc1ccc(S(=O)(=O)NC(CC(=O)NCCc2ccc(OC)c(OC)c2)c2ccco2)cc1 (stereo not drawn),-16.4,3.6,0.1,-5.1,-6.5,-0.2,-4.8,-6.8,-1.2
Cn1c(Cc2c[nH]c3ccccc23)n[nH]c1=S,44.2*,-18.4,-4.0,-11.9,-5.2,-0.7,-1.5,-2.0,0.1
Cc1nc(NC(=O)c2ccccc2)nc2cc3c(cc12)OCO3,4.2,5.1,2.9,-2.5,-4.4,0.5,-3.1,3.2,-0.9
C[C@@]12C(=O)Nc3ccc(Br)cc3C(=O)N1[C@H]1c3cc(Br)ccc3OC[C@@H]1[C@@H]2c1ccccc1,8.0,-1.8,-33.9,-2.0,63.8*,1.5,4.5,-8.1,-0.3
Fc1ccc(NC(=S)NNc2ncc(C(F)(F)F)cc2Cl)c(F)c1,11.8,31.8,-10.8,0.4,4.3,0.0,-1.6,1.4,-0.3
COc1cc(NC(=O)CSc2nc3c(c(=O)[nH]2)CCCC3)cc(OC)c1OC,1.1,3.3,0.7,15.8*,-0.8,-0.5,-1.4,-13.3,0.4
CC(C)(C)OC(=O)[C@H](Cc1ccccc1)NC(=O)c1nc[nH]c1C(=O)N[C@@H](CCCCN)C(=O)OC(C)(C)C,-4.0,16.8,-0.1,10.2,-11.3,-3.8,-3.5,13.2,-0.2
COc1cccc(C2CC(c3ccc(C)cc3)Nc3nc(N)nn32)c1 (stereo not drawn),14.8,-11.7,4.8,4.3,-2.2,1.9,0.1,-4.1,0.1
O=C(CC(c1ccccc1)c1cc(Cl)ccc1O)N1CCCC1 (stereo not drawn),-19.4,7.8,-10.6,3.9,-0.9,-0.4,-2.3,-2.8,-0.3
COc1ccc(-c2nc3ccccc3n2Cc2ccccc2)cc1,-12.4,7.2,0.4,1.9,5.1,-0.7,-6.6,-0.3,-0.7
COc1ccc(C(=O)C(CO)Oc2ccccc2OC)cc1OC (stereo not drawn),11.1,-12.5,1.6,-0.7,-6.3,1.7,-1.0,7.8,-0.2
Oc1ccccc1-c1cc(-c2ccccc2)no1,13.6,0.8,0.8,3.7,5.4,0.7,-2.6,-20.9,-0.7
CCCCC(=O)Nc1ccccc1N1CCN(c2ccccc2)CC1,0.9,5.6,-0.8,-8.9,-4.0,-1.2,-5.4,8.8,-0.8
CN(CCc1ccccc1)C(=O)c1ccc(NC(=O)Cc2ccc(NC(=O)C3CCCN(C(=O)CCc4ccccc4)C3)cc2)cc1 (stereo not drawn),32.6,-5.6,10.8,-6.8,5.4,1.3,-0.6,-5.2,1.3
CCOc1ccccc1NC(=O)c1ccccc1-c1nc(-c2ccccc2OC)no1,-10.5,3.4,0.4,-8.3,15.8,0.1,-1.8,11.7,-1.0
Cc1ccc(CN2C3=NCCN3c3ccccc32)cc1,11.2,-3.1,-0.7,1.5,-8.8,0.3,0.9,11.5,-0.3
O=C(NCc1ccc2c(c1)OCO2)c1cc(-c2cc(Cl)ccc2O)n[nH]1,-6.1,-4.9,6.4,2.0,0.7,-0.9,-5.4,11.8,0.7
CC1SCC(=NOCc2c(Cl)cccc2Cl)CS1 (stereo not drawn),-0.7,6.7,-0.7,4.7,12.3,2.0,-6.0,14.9,-0.4
O=C(c1ccc(Cl)cc1)N1CCCCC(Cl)C1=O (stereo not drawn),-6.7,-7.6,1.5,13.0,-5.5,-0.1,-6.4,1.2,-0.5
O=C(CNc1cc(S(=O)(=O)N2CCOCC2)ccc1N1CCCC1)NCc1ccco1,-3.1,-3.3,1.5,-1.6,-3.6,1.7,-1.9,14.6,-0.6
COc1ccc2c(c1OC)C(CC(C)=O)N1CCc3cc4c(cc3C1C2=O)OCO4 (stereo not drawn),7.7,-4.0,-28.9,-10.2,-8.7,-0.1,-0.8,-6.0,0.2
C=CCn1c(COc2ccccc2-c2ccccc2)nnc1SCC(=O)NC(=O)NCc1ccco1,11.6,-81.5,2.3,1.2,11.0,0.2,-1.1,0.0,-0.5
O=C(CSc1nnc2sc3ccccc3n12)NCc1ccco1,-7.4,-18.0,0.3,8.9,-8.3,0.8,-2.9,-4.9,0.0
O=C(c1ccc2c(c1)OCCO2)C1CCN(C(=O)c2ccc(F)cc2)CC1,6.9,-0.5,3.1,0.4,-8.7,-0.5,-1.1,-7.5,-1.2
O=C(Nc1nc2ccccc2[nH]1)c1ccc(Cl)c([N+](=O)[O-])c1,16.9,1.9,4.4,-1.6,12.8,0.0,-3.7,-7.9,-0.4
O=C(NC(=S)NNC(=O)c1ccccc1O)c1ccco1,-9.0,-0.4,7.1,-3.2,-3.5,2.0,-0.9,5.0,0.3
Cc1csc(NC(=O)c2ccccc2O)n1,5.7,4.9,1.5,2.2,-10.8,2.5,-8.8,5.3,-1.4
Cc1cc(C)cc(NC(=O)c2ccc(CN3CCc4ccccc4C3)cc2)c1,3.6,-0.8,-4.1,-9.7,26.2,1.4,-3.2,1.5,0.1
O=C(Cc1ccc(NS(=O)(=O)c2cccc(C(F)(F)F)c2)cc1)NCCN1CCOCC1,2.4,3.0,1.2,2.3,-0.7,1.2,-3.7,-5.6,-0.2
Cn1c(=O)[nH]c(=O)c2c1nc(SCCCO)n2CCCc1ccccc1,7.8,-102.7,2.6,-4.8,3.2,-0.9,-3.6,9.3,-0.6
COc1cccc2cc(C(=O)c3ccccc3)oc12,4.7,11.1,-1.9,-10.3,0.8,0.1,-2.5,-5.9,-0.4
Cc1ccc(N(Cc2ccccc2)C(=O)c2cc(S(=O)(=O)N3CCOCC3)ccc2Cl)cc1,8.6,-10.0,-7.5,3.3,28.8,0.3,-1.7,-2.6,-0.5
COc1cccc(-c2csc(N3CCN(S(=O)(=O)c4ccc(F)cc4)CC3)n2)c1,11.6,11.4,-4.7,-6.3,25.0,0.6,-1.9,-0.3,-0.1
CC1CCN(S(=O)(=O)c2ccc3ncn(CC(=O)N4CCN(C)CC4)c(=O)c3c2)CC1,-0.6,-1.4,-2.5,-4.1,-6.7,-1.0,-10.9,-8.6,-0.8
CC(=O)Nc1cccc(C(=O)OCC(=O)N2CCN(C(=O)COC(=O)c3cccc(NC(C)=O)c3)CC2)c1,-22.3,-36.5,0.3,-4.5,-4.1,-0.2,-4.2,0.0,-0.5
CSc1nc(-c2ccc(Cl)cc2)c(C#N)c(=O)n1C,-4.6,-4.0,-6.1,0.6,6.2,0.0,-5.0,-5.1,1.0
Nc1ccc2nc(-c3cc(Cl)c(N)c(Cl)c3)[nH]c2c1,-14.9,-18.1,16.0,-3.9,-9.5,4.8*,-10.5,-3.2,-0.6
CC1(C)C2CCC1(C)C1(C2)NC(=O)c2ccccc2O1 (stereo not drawn),4.5,19.5,0.9,-16.9,11.3,0.0,-0.6,-2.8,0.5

# Entries listed so far that contain an aryl thioether with sulfur outside any ring:
SMILES,SKN-1 block,MLLE-PAM2 inh,MT1-MMP act inh,E coli Lon inh,FAS TE block,MsrA inh,MsrA act,NRP1-CendR mod,TbMetRS inhib
CCCc1cc(=O)[nH]c(SCC(=O)N2CCC(C(=O)OCC)CC2)n1,-11.8,6.7,5.5,5.7,-6.8,-0.1,-2.9,4.5,-0.7
CCCCn1c(SCC(=O)N2CCOCC2)nc2c1c(=O)n(C)c(=O)n2C,1.2,3.5,-0.6,-5.9,-4.4,-0.7,-3.1,14.9,-0.4
COc1cc(NC(=O)CSc2nc3c(c(=O)[nH]2)CCCC3)cc(OC)c1OC,1.1,3.3,0.7,15.8*,-0.8,-0.5,-1.4,-13.3,0.4
C=CCn1c(COc2ccccc2-c2ccccc2)nnc1SCC(=O)NC(=O)NCc1ccco1,11.6,-81.5,2.3,1.2,11.0,0.2,-1.1,0.0,-0.5
O=C(CSc1nnc2sc3ccccc3n12)NCc1ccco1,-7.4,-18.0,0.3,8.9,-8.3,0.8,-2.9,-4.9,0.0
Cn1c(=O)[nH]c(=O)c2c1nc(SCCCO)n2CCCc1ccccc1,7.8,-102.7,2.6,-4.8,3.2,-0.9,-3.6,9.3,-0.6
CSc1nc(-c2ccc(Cl)cc2)c(C#N)c(=O)n1C,-4.6,-4.0,-6.1,0.6,6.2,0.0,-5.0,-5.1,1.0
